Assay outcomes from PubChem.
Rac1 GTP hydrolysis – MgcRacGAP GTPase-activating activity inhibitors, confirmation, biochemical, ADP Hunter fluorescence. one-dose inhibition, % at 30 µM; IC50 in µM for titrated hits. 0.6% of 340,000 active. MgcRacGAP-stimulated Rac1 GTP hydrolysis, ADP Hunter fluorescence; higher % means a stronger effect; GST-tagged Rac1 F28L mutant substrate;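 active = first-screen hits whose inhibition reached a set limit at any dose in the follow-up dose series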;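 note: fluorescence reports GDP produced by GAP-driven GTP hydrolysis; strong numbers were not always called active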
RSV CPE inhibition – RSV antiviral activity via CPE protection, HEp-2 cells, primary 10 µM value included (AID 2391) | HEp-2 cells, RSV-induced CPE inhibition; higher % means a stronger effect | CPE inhibition, % at 10 µM; hits with a dose series show IC50 in µM | 0.13% of 310,000 active; in the data active = a potency from the dose series; note: strong numbers were not always called active
NS5 inhibitors – flavivirus cap methylation enzyme inhibition – biochemical, confirmation dose response, primary screen (AID 588689) | one-dose inhibition, % at 25 µM; IC50 in µM for titrated hits | 0.3% of 340,000 active | Dengue-2 NS5 methyltransferase capping enzyme assay, biochemical; higher % means a stronger effect; in the data active = a potency from the dose series
The depositor's hits bear a star; . = no result given.

SMILES	Rac1 GTP hydrolysis	RSV CPE inhibition	NS5 inhibitors
CC(=O)c1ccc2c(c1)N(CCCN(C)C)c1ccccc1S2	12%	.	-5%
COc1ccc(C(=O)CC(=O)c2ccc(C(C)(C)C)cc2)cc1	6%	.	4%
CCCCCCO	7%	0.6%	-5%

Part of the list above, showing only NS5 inhibitors and RSV CPE inhibition.
Compound | NS5 inhibitors | RSV CPE inhibition
CCCCCCO | -5% | 0.6%
COc1ccc(C(=O)CC(=O)c2ccc(C(C)(C)C)cc2)cc1 | 4% | .

Retrieved by structure from above, two records:
SMILES	Rac1 GTP hydrolysis	RSV CPE inhibition	NS5 inhibitors
CCCCCCO	7%	0.6%	-5%
CC(=O)c1ccc2c(c1)N(CCCN(C)C)c1ccccc1S2	12%	.	-5%

These rows are one share of the data; count on the stated rates, not on these rows.
